# From PubChem
# RMI FANCM FP: disruptors of RMI1/RMI2 association with MM2 peptide – biochemical, fluorescence polarization, human, primary screen. RMI core complex (RMI1/RMI2) binding to FANCM MM2 peptide, human. RMI core complex with F-MM2 peptide; stronger effect = lower value. FP signal (polarization) at 33 µM. 0.58% of 70,000 active; in the data active = FP signal below about 40; also: inactives centre near 61; strong numbers were not always called active; unit not given here
# The depositor's hits bear a star; & = joins results of further samples.
canonical_smiles	RMI FANCM FP
O=C(c1ccc(F)cc1)N1CCC2(Cl)CCCCC2C1c1ccccc1 (configuration not stated)	63
COc1ccccc1NC(=O)Cn1ccn(-c2cc(Cl)ccc2C)c(=O)c1=O	52
COc1cc(NC(=O)NCCCn2nc(-c3ccc(C)cc3)ccc2=O)cc(OC)c1	67
COc1cc(/C=C(\C#N)C(=O)Nc2ccccc2F)cc(OC)c1OC	38
O=C(NCCCn1nc(-c2ccccc2)ccc1=O)Nc1ccccc1C(F)(F)F	70
Cc1cc(=O)c2ccc(C(F)(F)F)cc2[nH]1	57&65
COc1ccc(N2CCN(CCNC(=O)Cc3ccc(F)cc3)CC2)cc1	63
CCOc1ccc(-c2noc(CSc3nc4ccsc4c(=O)n3-c3cccc(OC)c3)n2)cc1	104
O=C(CCCn1nc(-c2cccs2)ccc1=O)Nc1ccc(OC(F)(F)F)cc1	73
N#C/C(=C\c1c[nH]c2ccccc12)C(=O)Nc1cccc(C(F)(F)F)c1	104
COc1ccc2nsnc2c1	53
CC(=O)c1sc(-c2ccc(F)cc2)cc1N	58
O=C(NCC(c1ccsc1)N1CCCC1)NC1CCCCC1 (configuration not stated)	67
COc1ccc(S(=O)(=O)NCc2ccsc2)cc1F	68
C=CCn1c(=NC(=O)c2ccc(S(=O)(=O)N3CCOCC3)cc2)sc2c(C)cc(C)cc21	57
O=[N+]([O-])c1ccc(S(=O)(=O)NCC(c2cccnc2)N2CCc3ccccc3C2)cc1 (configuration not stated)	56
COc1cc2c(cc1OC)C(COc1ccc3c(C)cc(=O)oc3c1)N(C(=O)c1cc(C)cc(C)c1)CC2 (configuration not stated)	73
O=C(CSc1nc2sc3c(c2c(=O)n1-c1ccccc1)CCC3)Nc1nc(-c2ccccc2)ns1	79
CC(C)c1ccc(NC(=O)CCCn2nc(-c3cccs3)ccc2=O)cc1	69
CCOC(=O)C(N=Nc1cc(C(=O)O)cc(C(=O)O)c1)=C(O)CCl	57
O=C(COC(=O)c1cccs1)c1ccc(Cl)cc1	52
COc1ccc(OC)c2sc(N(CCCN3CCOCC3)C(=O)c3ccn(C)n3)nc12	67
COc1ccc(C(=O)/C=C/c2cccs2)cc1	71
Cc1nc(-c2cccc(F)c2)sc1CCNC(=O)c1cccs1	60
COc1ccc(NC(=O)CCn2cnc3c(cnn3C(C)(C)C)c2=O)c(OC)c1	71
O=c1nc(SCc2c(F)cccc2Cl)c2c([nH]1)CCCC2	54
N#C/C(=C\c1ccc2noc(-c3ccccc3)c2c1)C(=O)Nc1ccc([N+](=O)[O-])cc1	30
C=CCn1c(=NC(=O)/C=C/c2cccc([N+](=O)[O-])c2)sc2cc(S(N)(=O)=O)ccc21	76
COc1ccccc1CNC(=O)c1cc(-c2cccs2)nc2c1c(C)nn2C1CCS(=O)(=O)C1 (configuration not stated)	75
COc1ccc(CNC(=O)CCn2cnc3c([nH]c4ccccc43)c2=O)cc1OC	62
CCn1ccc2c(OCc3cccnc3)cccc2c1=O	52
O=C1C=C(O)c2ccccc2C1=O	56
CN(C)C(CNC(=O)Nc1cccs1)c1ccsc1 (configuration not stated)	92
NC(=O)c1ccc(NC(=O)c2csc(Nc3ccccc3)n2)cc1	72
Cn1nc(C(C)(C)C)cc1C(=O)N1CCC(C(F)(F)F)CC1	54
CC(NC(=O)CCc1nc2sc3c(c2c(=O)[nH]1)CCCCC3)c1ccc2c(c1)OCCO2 (configuration not stated)	68
COc1ccc(C)c2sc(=NC(=O)c3cc4ccccc4oc3=O)n(C)c12	77
CN(C)c1ccc(NC(=O)CC2CCCCN2S(=O)(=O)c2ccccc2)cc1 (configuration not stated)	65
CCOc1ccc(NC(=O)c2cccc([N+](=O)[O-])c2)c([N+](=O)[O-])c1	64
Cc1cc(C(=O)NNC(=O)c2cc(C)n(C(C)(C)C)n2)no1	62
CCOC(=O)C(O)(NC(=O)c1ccccc1)C(F)(F)F (configuration not stated)	56
COc1ccc(S(=O)(=O)N2CCN(c3ccc(-c4cccs4)nn3)CC2)cc1OC	74
CC(=O)Nn1cnc2c(cnn2-c2ccc(F)cc2)c1=O	65
CC(=O)Nc1ccc2c(c1)CN(C(C)=O)CC2	57
O=C(/C=C/c1cc2c(cc1Br)OCCO2)c1c(-c2ccccc2)c2cc(Br)ccc2[nH]c1=O	51
O=C(Cn1nc(S(=O)(=O)c2ccccc2)ccc1=O)Nc1cc(F)ccc1F	65
Cc1nc(CSc2nc3sc(C)c(C)c3c(=O)n2-c2ccccc2)cs1	75
COc1ccc(OCC(O)CNC2CCN(CC(O)COc3ccc(Cl)c(Cl)c3)CC2)cc1 (configuration not stated)	71
O=C(NCc1ccco1)Nc1sccc1-n1cccc1	49
CCOC(=O)c1sc(N/N=C(/C#N)c2nc3ccccc3s2)c(C(=O)OCC)c1C	59
CCCS(=O)(=O)N1CCCc2ccc(NS(=O)(=O)c3ccc(OC)c(F)c3)cc21	73
Cc1cc(=O)[nH]c(-n2nc(-c3cccs3)cc2NC(=O)c2ccc(S(=O)(=O)N(C)C)cc2)n1	65
c1cncc(C2SCCCS2)c1	51
O=C(Cn1nc(-c2cccc([N+](=O)[O-])c2)ccc1=O)NCc1ccco1	53
COc1cc(C(F)(F)F)c(C(=O)NCc2ccc(Cl)cc2)cn1	57
O=C(O)c1c(Br)cnc2nc[nH]c12	54

# (more compounds)
canonical_smiles	RMI FANCM FP
CC(C)N(CC(O)COCC1COc2ccccc2O1)C(C)C (configuration not stated)	69
CC(C)(C)C(=S)Nc1cccc(Cl)c1	56
COc1ccccc1CNC(=O)CC1CCCCN1S(=O)(=O)c1cccs1 (configuration not stated)	71
O=C(NCc1nc2ccccc2[nH]1)c1cccc([N+](=O)[O-])c1	63
CC1CCN(S(=O)(=O)c2ccc(C(=O)N=c3sc4cc5c(cc4n3C)OCCO5)cc2)CC1	77
Cc1nc(SCC(=O)NC2CCCC2)[nH]c(=O)c1C	66
COc1ccc2c(c1)N(C[C@H](C)CN(C)C)c1ccccc1S2	-29
O=[N+]([O-])c1ccc(-c2ccc(/C=N\NC(=S)NCC3CCCO3)o2)cc1 (configuration not stated)	72
COc1ccc(-c2noc(Cn3cnc4c(nnn4Cc4ccc(Cl)cc4)c3=O)n2)cc1	91
COc1ccc(CC(=O)NCc2nnc(SCC(=O)Nc3nnc(C)s3)n2-c2ccc(F)cc2)cc1	62
CSc1ccc(/C=C/c2onc(C)c2[N+](=O)[O-])s1	60
Cc1cc(NC(=O)c2cc(Cl)sc2Cl)on1	69
C=CCc1cccc(C(=O)O)c1O	63
COc1cccc(C(=O)NCCOc2ccc(F)cc2)c1OC	62
O=C(CN1CCN(c2ccc([N+](=O)[O-])cc2)CC1)c1ccccc1	63
Cc1cc(-c2nnc(NC(=O)CSc3ccc(F)cc3)o2)nn1C	67

# Random excerpt: 6 compounds from above.
canonical_smiles	RMI FANCM FP
COc1ccc(CC(=O)NCc2nnc(SCC(=O)Nc3nnc(C)s3)n2-c2ccc(F)cc2)cc1	62
O=C(CN1CCN(c2ccc([N+](=O)[O-])cc2)CC1)c1ccccc1	63
COc1cccc(C(=O)NCCOc2ccc(F)cc2)c1OC	62
Cc1cc(-c2nnc(NC(=O)CSc3ccc(F)cc3)o2)nn1C	67
COc1ccc(-c2noc(Cn3cnc4c(nnn4Cc4ccc(Cl)cc4)c3=O)n2)cc1	91
Cc1cc(NC(=O)c2cc(Cl)sc2Cl)on1	69

# (more compounds)
canonical_smiles	RMI FANCM FP
CCCC(=O)Nc1cc(-c2cn3nc(OC)ccc3n2)ccc1C	72
N/C(CSc1ncccc1C(F)(F)F)=N/OC(=O)Nc1cccc(C(F)(F)F)c1	44
CC(C)(C)N(OC(=O)c1ccccc1)C(=O)C(Cl)(Cl)Cl	54
O=C1NC(c2ccc3c(c2)OCO3)Nc2ccc([N+](=O)[O-])cc21 (configuration not stated)	54&51
COc1ccccc1CNC(=O)c1ccc(Cn2c(C)nc3ccccc32)o1	63
Cc1ccc(-c2ccc(=O)n(CCCNC(=O)c3ccc4ccccc4n3)n2)cc1	63
N#CCc1ccc(NC(=O)c2ccccc2C(=O)O)cc1	56
COc1cc(N=Cc2c(O)[nH]c(=S)[nH]c2=O)cc(OC)c1	92
COc1cccc2c1C(=O)c1c(O)c3c(c(O)c1C2=O)C[C@@](O)(C(=O)CO)C[C@@H]3O[C@H]1C[C@H](N)[C@@H](O)[C@H](C)O1	-10*
N#Cc1ccc(OCC(F)(F)C(F)F)cc1C#N	58
CCCC(=O)Nc1ccc(S(=O)(=O)Nc2ccc3c(c2)C(=O)N(C)c2ccccc2O3)cc1	58
CC(C)CC(=O)NCCn1nc(-c2cccnc2)ccc1=O	65
COc1ccccc1CNC(=O)C(=O)Nc1ccc(Cl)c(N2CCCS2(=O)=O)c1	70
CC(CCC(=O)O)[C@H]1CCC2C3C[C@H](O)[C@@H]4C[C@H](O)CC[C@]4(C)C3CC[C@@]21C (some centres not stated)	65
Cc1ccc(S(=O)(=O)Nc2cc(Sc3ncn[nH]3)c(O)c3ccccc23)c(C)c1	60
CC1(C)O[C@@H]2C[C@H]3[C@@H]4C[C@H](F)C5=CC(=O)C=C[C@]5(C)[C@H]4[C@@H](O)C[C@]3(C)[C@]2(C(=O)CO)O1	60&57
CCC1CCCCN1S(=O)(=O)c1ccc(C(=O)Nc2nc(-c3cc4cccc(OC)c4o3)cs2)cc1 (configuration not stated)	19*
CS(=O)(=O)N1CCCC(C(=O)Nc2nc3c(s2)CCc2ccccc2-3)C1 (configuration not stated)	64
Cc1cc(C)c2sc(=NC(=O)c3cccc([N+](=O)[O-])c3)n(C)c2c1	63
COc1cccc(C(=O)Nc2cc(C)nn2-c2nc3c(cnn3-c3ccc(C)cc3)c(=O)[nH]2)c1OC	65
O=C(Oc1ccc(Br)cc1C1SCCS1)c1ccc([N+](=O)[O-])o1	57
CCOC(=O)[C@@H](NS(=O)(=O)c1ccc(F)c(Cl)c1)C(C)C	54
COc1ccc(-c2nnc(NC(=O)CS(=O)(=O)c3ccccc3)o2)cc1	56
CCCCc1ccc(S(=O)(=O)c2cnc(SCC(=O)NCCc3ccccc3)[nH]c2=O)cc1	60
CCOc1ccc(NC(=O)Cn2cnc3c([nH]c4cc(OC)c(OC)cc43)c2=O)cc1	74
C=CCN1C(=O)C(C)(C)COc2cc(NC(=O)Cc3ccc(F)cc3)ccc21	68
COc1ccccc1CNc1ccc(S(=O)(=O)Cc2ccc(Cl)cc2)nn1	66
COc1c2ccoc2cc2oc(=O)ccc12	58
COc1ccccc1-n1ncc2c(C)nnc(SCC(=O)N3CCc4ccccc43)c21	66
CN(C)C=NS(=O)(=O)c1ccc(Cl)c(Cl)c1	54
NC(=O)C1Cc2ccccc2N1C(=O)c1ccc(S(=O)(=O)N2CCOCC2)cc1 (configuration not stated)	55
COCCN1CCCc2ccc(NS(=O)(=O)c3cc(Cl)ccc3C)cc21	64

# Six compounds from above, arranged by their value in RMI FANCM FP, highest first:
SMILES | RMI FANCM FP
CCOc1ccc(NC(=O)Cn2cnc3c([nH]c4cc(OC)c(OC)cc43)c2=O)cc1 | 74
C=CCN1C(=O)C(C)(C)COc2cc(NC(=O)Cc3ccc(F)cc3)ccc21 | 68
COc1ccccc1CNc1ccc(S(=O)(=O)Cc2ccc(Cl)cc2)nn1 | 66
COc1c2ccoc2cc2oc(=O)ccc12 | 58
NC(=O)C1Cc2ccccc2N1C(=O)c1ccc(S(=O)(=O)N2CCOCC2)cc1 (configuration not stated) | 55
CN(C)C=NS(=O)(=O)c1ccc(Cl)c(Cl)c1 | 54

# (next part)
canonical_smiles	RMI FANCM FP
COc1cccc(C(=O)CSc2nc3c(sc4ncccc43)c(=O)n2Cc2ccccc2)c1	64
O=S(=O)(Oc1ncccc1C(F)(F)F)c1cccc(F)c1	48
O=C(CSc1ncnc2nc[nH]c12)c1ccc2c(c1)OCO2	63
CN(C)C(CNC(=O)c1ccccc1Cl)c1cccc2ccccc12 (configuration not stated)	51
CCOc1cc(C(=O)Nc2nc3ccc(C(=O)OC)cc3s2)cc(OCC)c1OCC	64
CC(C)(C)NC(=O)c1csc2nc(-c3ccc(F)cc3)cn12	65
O=C(N/N=C\c1ccc(Cl)cc1Cl)c1cc(-c2cccs2)[nH]n1	62
COc1ccc(Nc2cc(C)nc(N3CCN(S(=O)(=O)c4ccc(OC)c(C)c4)CC3)n2)cc1	59
Cc1cccc(Oc2nc3ccccn3c(=O)c2/C=C(\C#N)c2nc3ccccc3s2)c1	0*
COc1ccc(CCS(=O)(=O)Nc2ccc3c(c2)N(C(=O)C2CCCO2)CC3)cc1 (configuration not stated)	69
NC(=O)C(NC(=O)c1ccc([N+](=O)[O-])cc1)C12CC3CC(CC(C3)C1)C2 (configuration not stated)	61
COCCNC(=O)C(=O)Nc1ccc(N2CCCC2=O)c(C)c1	53
Cc1nc(COc2ccccc2Cl)sc1-c1ccnc(N)n1	57
Nc1ccc(Cc2ccc(N)c([N+](=O)[O-])c2)cc1[N+](=O)[O-]	58
CCn1nc(C)cc1-c1nnc(SCC(=O)c2ccccc2)n1CCCOC	54
O=C(/C=C/c1ccccc1)Oc1ccccc1/C=N\Nc1ccc([N+](=O)[O-])cc1[N+](=O)[O-]	56
CCn1ccc(C(=O)Nc2nc3c(s2)COc2ccccc2-3)n1	65
OC1(Cc2ccccc2)CCNCC1	55
COCCn1c(C)cc(C(=O)CSc2nnc3scc(-c4ccc(C)c(C)c4)n23)c1C	114
Cc1ccc(S(=O)(=O)N2CCN(c3ncnc4sccc34)CC2)cc1	56
O=C(NCC(=O)N1CCOC(c2ccccc2)C1)c1ccc(F)c(F)c1 (configuration not stated)	73
CC(Oc1ccc(Cl)cc1Cl)C(=O)NC1=NCCS1 (configuration not stated)	59
Cc1cccc2sc(NC(=O)Cc3ccc4c(c3)OCO4)nc12	78
CCNc1nc(NCC)nc(Nc2ccc(Cl)cc2)n1	55

# A portion of the library; the hit share may differ from the screen's.
